High-throughput results as filed in PubChem.
NR3A LBD binder = modulators (binders) of human NR3A ligand-binding domain | NR3A LBD differential scanning fluorimetry, Tm shift; 0% = protein alone, 100% = glycine-bound protein | Tm shift relative to glycine control, % at 25 µM | 340,000 tested, 2.5% active | AID 1259313;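 active = melting temperature shift of at least 10% of the positive control shift, at one fixed dose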
APJ ag = agonists of human APJ apelin receptor | CHO-K1 APJ PathHunter beta-arrestin, luminescence; 0% DMSO wells, 100% apelin | activation, % at 20 µM | 330,000 tested, 0.11% active | AID 2520;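 active = activation more than six SD over the plate average, tested at 20 µM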;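 note: 0% = DMSO alone and 100% = apelin-13 at 10 nM; some results filed as inactive read as strong as hits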
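system = engineered CHO-K1 APJ arrestin reporter cells | input = 1000 cells per well | timing = overnight seeding, 90 min compound at 25 °C, 1 h detection | measured by = enzyme-fragment complementation luminescence | read-out = beta-arrestin recruitment to APJ as agonist activity, luminescent signal | control set = negative DMSO alone, positive Apelin-13 at 10 nM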
tim23-1 inh = inhibits growth of tim23-1 mutant yeast; 330,000 tested, 1.3% active; S. cerevisiae tim23-1 growth, BacTiter-Glo luminescence, 24 h; inhibition, % at 20 µM;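 active = growth inhibition of the mutant yeast at or above 50%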;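 note: temperature-sensitive mutant grown at 25 °C; plate controls were DMSO-treated mutant yeast for no effect and medium wells lacking yeast for full effect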
TIM10 inh = TIM10 yeast growth inhibition; S. cerevisiae TIM10 strain growth, BacTiter-Glo luminescence, 24 h; inhibition, % at 10 µM; 330,000 tested, 1.4% active;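 active = inhibition of 40% or more at the single tested concentration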;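 note: wild-type TIM10 isogenic control strain grown at permissive 25 °C; 0% = DMSO yeast wells and 100% = minimal medium wells without yeast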
XBP1 UPR activ = adaptive UPR (XBP1) activation; CHO-XBP1 luciferase reporter, IRE1-XBP1 UPR activation, luminescence; percent of tunicamycin response, DMSO as zero; activation, % at 20 µM; 330,000 tested, 0.33% active; AID 463104;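 active = versus positive control, 20 µM dose yields 30% or more activation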;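 note: 100% = tunicamycin at 10 µg/mL and 0% = DMSO only wells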
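Test system: CHO-XBP1 luciferase reporter cells | Buffer or medium: Serum-containing F12 medium, 10% FBS | Schedule: 6 h compound exposure at 37 °C, 5% CO2 | Detection: Steady-Glo luciferase glow luminescence, 10 min after reagent addition | Read-out basis: Activation, % of tunicamycin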
CHOP UPR activ = activators of apoptotic arm of unfolded protein response (CHOP) | CHO-CHOP luciferase reporter, UPR activation, luminescence; percent of tunicamycin response over DMSO baseline | activation, % at 10 µM | 330,000 tested, 0.34% active;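 active = at 10 µM dose, activation of 40% or more, normalized to positive control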;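 note: 100% = tunicamycin at 10 µg/mL and 0% = DMSO alone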
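Test system: CHO-CHOP cells, stable luciferase reporter of PERK-eIF2a-CHOP signalling | Quantity: 500 CHO-CHOP cells per well | Buffer or medium: F12 plus 10% serum | Compound dosing: 10 µM single point, 0.5% DMSO | Schedule: 6 h compound treatment, 37 °C | Signal: Luciferase luminescence | Control set: Tunicamycin high control, DMSO low control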
NALP3 yeast inh = blocks the NALP3 inflammasome reconstituted in yeast | Yeast reconstituted NLRP3/ASC/caspase-1, beta-gal luminescence, 24 h | inhibition, % at 10 µM | 330,000 tested, 0.39% active;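 active = inhibition of 50% or more; inactive = inhibition below 50%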;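 note: plate controls were induced DMSO wells for no effect and uninduced yeast grown without galactose for full effect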
Mdm2-MdmX inh = human Mdm2/MdmX binding inhibition | O15151+Q00987 | SaOS-2 split-luciferase Mdm2/MdmX complementation, luminescence | 330,000 tested, 3% active | AID 485346 | inhibition, % at 8 µM;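 active = inhibition of at least 50% at 8 µM in the primary screen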
Target sequence (O15151 whole entry, looked up): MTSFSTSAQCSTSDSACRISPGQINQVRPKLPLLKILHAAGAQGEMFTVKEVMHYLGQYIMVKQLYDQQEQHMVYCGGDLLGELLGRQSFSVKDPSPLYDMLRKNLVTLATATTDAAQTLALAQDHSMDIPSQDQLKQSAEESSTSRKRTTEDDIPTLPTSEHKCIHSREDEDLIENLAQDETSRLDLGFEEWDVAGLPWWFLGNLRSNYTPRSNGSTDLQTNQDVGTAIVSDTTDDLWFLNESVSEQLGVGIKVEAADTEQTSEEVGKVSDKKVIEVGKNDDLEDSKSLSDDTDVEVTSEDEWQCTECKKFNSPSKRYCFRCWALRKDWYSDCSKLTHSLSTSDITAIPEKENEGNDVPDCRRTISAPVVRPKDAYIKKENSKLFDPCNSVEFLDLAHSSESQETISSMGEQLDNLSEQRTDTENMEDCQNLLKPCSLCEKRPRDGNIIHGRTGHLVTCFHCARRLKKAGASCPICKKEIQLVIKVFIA
Target sequence (Q00987 whole entry, looked up): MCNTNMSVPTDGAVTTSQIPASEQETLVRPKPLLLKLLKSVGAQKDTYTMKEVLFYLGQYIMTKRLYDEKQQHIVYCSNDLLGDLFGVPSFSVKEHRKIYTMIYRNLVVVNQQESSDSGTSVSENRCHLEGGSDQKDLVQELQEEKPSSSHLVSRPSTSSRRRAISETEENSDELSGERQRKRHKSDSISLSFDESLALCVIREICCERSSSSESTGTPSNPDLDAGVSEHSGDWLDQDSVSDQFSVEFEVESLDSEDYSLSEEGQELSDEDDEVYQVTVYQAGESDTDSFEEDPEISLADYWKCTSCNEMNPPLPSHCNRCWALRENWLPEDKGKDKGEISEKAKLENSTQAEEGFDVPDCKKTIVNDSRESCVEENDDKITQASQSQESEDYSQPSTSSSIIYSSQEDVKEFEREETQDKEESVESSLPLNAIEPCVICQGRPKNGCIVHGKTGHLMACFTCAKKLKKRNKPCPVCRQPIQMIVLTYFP
tim10-1 inh = tim10-1 yeast growth inhibition. 330,000 tested, 2.2% active. inhibition, % at 20 µM. S. cerevisiae tim10-1 ts strain growth, BacTiter-Glo, 24 h;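 active = inhibition of at least 40%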;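 note: mutant grown at 25 °C; 0% = DMSO wells with yeast and 100% = wells holding no yeast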
* hit, by the source's call.

SMILES	NR3A LBD binder	APJ ag	tim23-1 inh	TIM10 inh	XBP1 UPR activ	CHOP UPR activ	NALP3 yeast inh	Mdm2-MdmX inh	tim10-1 inh
Cc1ccc(Nc2c([N+](=O)[O-])c(=O)n(C)c3ccccc23)cc1C	2	2	37	14	1	0.9	31	23	33
Cc1cc(N2CCOCC2)nc2ccc(NC(=O)CCC(=O)N3CCC(C)CC3)cc12	0	1	10	-17	1	0.9	23	-1	28
O=C(Nc1ccccn1)c1ccc2c(c1)OCCO2	-4	-4	18	15	-5	-1.9	26	-71	5
O=C(NC1CCN(S(=O)(=O)c2ccc(F)cc2)CC1)c1ccc(F)cc1	1	-1	-12	-11	-4	-2.1	22	27	-25
CCN(C[C@H]1N[C@@](Cc2ccccc2)(C(=O)OC)[C@H]2C(=O)N(Cc3ccccc3)C(=O)[C@@H]12)C(C)=O	2	-4	4	10	-3	-0.2	5	-4	-15
O=C(c1c(O)cc(O)cc1O)C1c2c(cc(O)c3c2O[C@H](c2ccc(O)cc2)[C@@H](O)C3)OC1c1ccc(O)cc1 (stereo partly drawn)	-3	-2	-10	11	-1	-1.0	12	20	-6
COc1ccccc1CC(=O)Nc1cc(Cl)ccc1O	-7	-4	8	8	-2	-0.3	1	-20	9
Cc1ccc(N2CC(C(=O)Nc3nnc(SCC(=O)NCC4CCCO4)s3)CC2=O)cc1C (stereo not drawn)	-7	5	-12	-3	-2	1.3	13	5	-19
O=C(c1ccccc1Br)N1CCCC(c2nc(-c3cccs3)no2)C1 (stereo not drawn)	0	-4	25	-13	6	2.1	9	3	-16
FC(F)(F)c1nnc2ccc(Cl)nn12	-1	-3	8	3	-1	0.2	15	17	7
COc1ccc(C2=CN3CCCCC3CC2=O)cc1OC (stereo not drawn)	-3	-3	5	-3	2	1.2	14	-13	-19
CCOC(=O)Cc1csc(NC(=O)CSc2ccc(Br)cc2)n1	-2	-1	33	13	-3	0.2	27	0	47*

Reformatted: results already given
FC(F)(F)c1nnc2ccc(Cl)nn12
  NR3A LBD binder: -1 | APJ ag: -3 | tim23-1 inh: 8 | TIM10 inh: 3 | XBP1 UPR activ: -1 | CHOP UPR activ: 0.2 | NALP3 yeast inh: 15 | Mdm2-MdmX inh: 17 | tim10-1 inh: 7
COc1ccc(C2=CN3CCCCC3CC2=O)cc1OC (stereo not drawn)
  NR3A LBD binder: -3 | APJ ag: -3 | tim23-1 inh: 5 | TIM10 inh: -3 | XBP1 UPR activ: 2 | CHOP UPR activ: 1.2 | NALP3 yeast inh: 14 | Mdm2-MdmX inh: -13 | tim10-1 inh: -19

Next results
SMILES	NR3A LBD binder	APJ ag	tim23-1 inh	TIM10 inh	XBP1 UPR activ	CHOP UPR activ	NALP3 yeast inh	Mdm2-MdmX inh	tim10-1 inh
Cc1ccc(C2CC2c2n[nH]c(=S)n2-c2ccc(C)cc2)cc1 (stereo not drawn)	-2	-1	43	37	0	-0.5	27	10	28
COCCCn1c(SC(C)C(=O)NC2CC2)nc2ccccc2c1=O (stereo not drawn)	1	-4	1	-2	-1	0.6	9	15	3
CC1=NNC(=O)C(CC(=O)Nc2ccc(Cl)c(Cl)c2)C1 (stereo not drawn)	1	-1	16	2	-1	3.9	8	0	9
Cc1nnc(SCC(=O)Nc2cccc(S(=O)(=O)NC3=NCCCCC3)c2)n1Cc1ccccc1	-1	0	-1	-14	-3	-0.4	8	20	-13
Cn1c2ccc(F)cc2c2nnc(SCCN3CCCCC3)nc21	6	-3	6	22	-1	-0.9	21	5	11
CN1CCN(C(=S)c2ccc([N+](=O)[O-])cc2)CC1	-3	-3	2	-2	-1	1.6	3	9	10
O=C(Cc1cccs1)Nc1nnc(-c2ccncc2)s1	-1	-1	23	1	1	0.6	-16	-27	10
O=C(c1cc2c(s1)-c1ccccc1OC2)N1CCc2ccccc2C1	3	-2	38	14	0	1.2	8	-23	24
CC1(C)CC(=O)C=C(NC2CCCC(O)C2)C1 (stereo not drawn)	-1	10	-1	-4	1	-1.2	8	-22	7
O=C(/C=C/Nc1ccc(F)c(Cl)c1)c1ccco1	-5	-2	13	11	6	5.4	2	-69	3
Fc1ccccc1NC(=S)Nn1cnnc1	1	-1	11	5	-7	0.5	11	-25	-1
COc1ccc(NC(=O)NNC(=O)COc2ccc3ccccc3c2)cc1OC	16*	-3	4	5	-4	0.8	4	19	-5
CCOC(=O)N1CCN(C(=O)c2ccccc2-c2ccccc2)CC1	2	-1	8	-2	0	-2.5	11	39	31
CC1CN(S(=O)(=O)c2ccc(CN3C(=O)c4cccnc4C3=O)cc2)c2ccccc2O1 (stereo not drawn)	-8	2	-7	3	-2	0.4	3	5	2
CCOC(=O)C1CCN(S(=O)(=O)c2c(C)n[nH]c2C)CC1	-1	1	3	6	-2	1.6	7	1	0
O=C(c1cccs1)N1CCC(c2nc3c(nnn3Cc3ccccc3Cl)c(=O)[nH]2)CC1	1	4	16	-10	0	0.6	23	31	13
COC(=O)CNC(=O)COC(=O)/C=C/c1ccccc1[N+](=O)[O-]	-2	-2	2	9	-2	-1.1	23	10	5
CCOCCCNC(=O)/C(C#N)=C/c1cc(OC)c(O)c([N+](=O)[O-])c1	1	-4	20	23	3	0.5	-8	24	13
O=C(COC(=O)CCc1ccc(S(=O)(=O)N2CCOCC2)cc1)NC1CCCC1	2	-2	14	-13	-2	-1.7	10	-10	28
COc1cc(OC)cc(C(=O)NNC(=O)c2ccccn2)c1	-1	-5	-16	1	2	-1.5	-9	51*	19
O=C(NCC1CCCO1)c1onc(CSc2ccccc2F)c1C(=O)O (stereo not drawn)	-1	5	10	4	-1	-0.3	8	-6	5
Cc1ccc(N(CC(N)=O)C2SC(=O)N(C)C2=O)cc1 (stereo not drawn)	3	-4	8	5	0	-1.1	11	-7	15
CC(C)(C)c1ccc(CN(Cc2ccco2)Cc2nnnn2C2CCCC2)cc1	1	0	11	22	2	0.8	15	33	18
CCn1c(SCCC(C)C)nnc1-c1c[nH]c2ccccc12	-27	5	34	-1	0	1.6	19	22	21
O=C(c1ccc([N+](=O)[O-])cc1)N1CCN(C(=O)C2CCCCC2)CC1	-1	10	-6	-4	-4	0.3	11	15	-19
OC(CN1CCNCC1)Cn1c2ccccc2c2ccccc21 (stereo not drawn)	0	-3	6	1	1	2.3	9	24	4
CC(C)(C)C(=O)N1CCN(S(=O)(=O)c2ccc3c(c2)OCCCO3)CC1	1	4	-7	2	-5	4.4	10	25	3
C/C=C(\C)C(=O)OC(C)(C)[C@H]1Cc2cc3ccc(=O)oc3cc2O1	-4	-2	-6	4	-1	-0.3	43	18	-19
CCN(CC)C(=O)CC(c1cc(OC)c(OC)c(OC)c1)c1c(O)cc(OC)cc1OC (stereo not drawn)	-3	-4	-17	0	0	-1.5	5	1	9
Cc1ccc2c(c1)C1(OCCCO1)C(=O)N2CC(=O)NN	0	-2	2	9	-2	2.0	4	-29	9
CC(=O)Nc1ccc(S(=O)(=O)Nc2cc(Cl)ccc2N2CCOCC2)cc1	-2	1	18	5	1	1.3	-1	-2	8
COc1ccc(C(CNC(=O)c2ccc(S(=O)(=O)N3CC(C)CC(C)C3)cc2)N(C)C)cc1 (stereo not drawn)	-1	-1	12	2	-2	-1.6	13	51*	-4
CN(Cc1nc(Cc2ccccc2F)no1)Cc1cccc2ncccc12	2	-2	3	5	0	-2.1	6	8	10
O=C(c1cccc([N+](=O)[O-])c1)N1CCCC(C(=O)N2CCN(c3ccccc3)CC2)C1 (stereo not drawn)	1	-5	19	6	-3	0.0	3	21	13
COc1ccc(Cc2nnc(SCC(=O)NC3CCCCC3)n2C)cc1	-1	-2	9	15	-1	0.3	-8	6	18
O=C(c1cc(Cl)cc(Cl)c1)N1CCN(c2cc(C(F)(F)F)nc3ccccc23)CC1	-2	1	21	18	2	0.1	13	19	20
CCc1ccc2[nH]cc(S(=O)(=O)c3ccc(C)c(C)c3)c(=O)c2c1	1	0	-1	-1	-5	-0.8	14	22	1
O=C(Nc1ccccc1N1CCOCC1)c1ccccc1[N+](=O)[O-]	0	0	11	-6	-2	-0.8	1	-6	16
COc1ccc(CCNC(=O)c2cc(-c3cc(C)ccc3O)n[nH]2)cc1OC	-7	-3	15	-3	11	-4.1	4	22	3
O=C(C=C1CCN(c2ncc(C(F)(F)F)cc2Cl)CC1)NNC(=O)Nc1ccc(Cl)cc1	0	-3	5	4	3	-3.6	4	3	4

Part of the list above in order of length of the SMILES, low to high:
SMILES	NR3A LBD binder	APJ ag	tim23-1 inh	TIM10 inh	XBP1 UPR activ	CHOP UPR activ	NALP3 yeast inh	Mdm2-MdmX inh	tim10-1 inh
FC(F)(F)c1nnc2ccc(Cl)nn12	-1	-3	8	3	-1	0.2	15	17	7
O=C(Nc1ccccn1)c1ccc2c(c1)OCCO2	-4	-4	18	15	-5	-1.9	26	-71	5
COc1ccc(C2=CN3CCCCC3CC2=O)cc1OC (stereo not drawn)	-3	-3	5	-3	2	1.2	14	-13	-19
OC(CN1CCNCC1)Cn1c2ccccc2c2ccccc21 (stereo not drawn)	0	-3	6	1	1	2.3	9	24	4
CCOC(=O)Cc1csc(NC(=O)CSc2ccc(Br)cc2)n1	-2	-1	33	13	-3	0.2	27	0	47*
CC1=NNC(=O)C(CC(=O)Nc2ccc(Cl)c(Cl)c2)C1 (stereo not drawn)	1	-1	16	2	-1	3.9	8	0	9
O=C(c1cc2c(s1)-c1ccccc1OC2)N1CCc2ccccc2C1	3	-2	38	14	0	1.2	8	-23	24
O=C(Nc1ccccc1N1CCOCC1)c1ccccc1[N+](=O)[O-]	0	0	11	-6	-2	-0.8	1	-6	16
O=C(NC1CCN(S(=O)(=O)c2ccc(F)cc2)CC1)c1ccc(F)cc1	1	-1	-12	-11	-4	-2.1	22	27	-25
CCc1ccc2[nH]cc(S(=O)(=O)c3ccc(C)c(C)c3)c(=O)c2c1	1	0	-1	-1	-5	-0.8	14	22	1
O=C(COC(=O)CCc1ccc(S(=O)(=O)N2CCOCC2)cc1)NC1CCCC1	2	-2	14	-13	-2	-1.7	10	-10	28
CCN(CC)C(=O)CC(c1cc(OC)c(OC)c(OC)c1)c1c(O)cc(OC)cc1OC (stereo not drawn)	-3	-4	-17	0	0	-1.5	5	1	9
O=C(c1cc(Cl)cc(Cl)c1)N1CCN(c2cc(C(F)(F)F)nc3ccccc23)CC1	-2	1	21	18	2	0.1	13	19	20
Cc1nnc(SCC(=O)Nc2cccc(S(=O)(=O)NC3=NCCCCC3)c2)n1Cc1ccccc1	-1	0	-1	-14	-3	-0.4	8	20	-13
CCN(C[C@H]1N[C@@](Cc2ccccc2)(C(=O)OC)[C@H]2C(=O)N(Cc3ccccc3)C(=O)[C@@H]12)C(C)=O	2	-4	4	10	-3	-0.2	5	-4	-15
